High-throughput results as filed in PubChem.
Pf Dd2 inh = inhibitors of Plasmodium falciparum Dd2 growth; P. falciparum Dd2 growth, SYBR Green, 72 h; 120,000 compounds, 4.3% hits; AID 1347417; Potency, µM (series often up to 28.9 µM), inactives show at the top dose activity, negative = inhibition, actives largely listed as inhibitors; active = well fitted inhibition curve with a large enough effect; inconclusive = small, poorly fitted or top-dose-only effect; inactive = no such curve, though single readings can be large or run the other way;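 also: plate controls were DMSO vehicle for no effect and reference drug for full effect; nearly all actives have a fitted effect of over 65% in size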
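Infected erythrocytes (Dd2, 0.3% parasitemia, 2.5% hematocrit final) are added to compound in RPMI-1640/Albumax II medium, grown 72 h at 37C in low oxygen, then lysed with saponin/Triton-X containing SYBR Green and read by fluorescence.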
Active calls of the source: *; [ ] = another dose, or the depositor's remark. Potency is read from the fitted curve at half-maximal effect. Not all compounds are listed. The share of hits here may be higher or lower than overall.

`COCCN1C(=O)c2ccccc2C(C(=O)Nc2nc3ccccc3s2)C12CCCCC2` (stereo not given) gave Pf Dd2 inh 2.5µM*.
For COc1cc2nc(SCC(=O)Nc3ccccc3C)n3nc(CCn4c(C)nc5ccccc54)nc3c2cc1OC the results were Pf Dd2 inh inconclusive.
For Cc1ccccc1-c1ccc(C(=O)NCCCn2ccnc2C(C)C)cn1 the results were Pf Dd2 inh -13%.
`COc1ccc(-n2ccn(CC(=O)NCc3ccc(C)cc3)c(=O)c2=O)cc1OC` gave Pf Dd2 inh 65%[activator].
`COc1ccc(C2Cn3nnc(C(=O)N4CCC(C(=O)Nc5cc(C)cc(C)c5)CC4)c3CO2)cc1` (stereo not given) gave Pf Dd2 inh inactive.
For COCC1(CNC(=O)c2cccc(OC)c2)C[C@@H](O)[C@@H](O)C1 (stereo not given in full) the results were Pf Dd2 inh -5%[44.1 µM].
Screening COc1cccc(NC(=O)CSC2=Nc3ccccc3C3=NC(CCC(=O)NCc4ccco4)C(=O)N23)c1 (stereo not given) returned Pf Dd2 inh inconclusive.
`Cc1c(NC(=O)CC(C)C)cccc1-c1nc2cccnc2s1` gave Pf Dd2 inh -18%.
`CC1=C[C@@H](CNC(=O)C2CCCCC2)[C@H](C(C)C)C[C@H]1CC(=O)N1CCN(c2ccccn2)CC1` gave Pf Dd2 inh 10µM*.
`Cc1ccc(NC(=O)CCC(=O)N2CCOc3ccccc32)c(Cl)c1` gave Pf Dd2 inh 47%[activator].
CC(=O)c1cccc(C(=O)N2CCC3(CC2)NC(=O)N(Cc2ccccc2)C3=O)c1 was read as Pf Dd2 inh 3%.
Screening C#CCN(C)C(=O)[C@@H]1CCCN1[C@@H](C(=O)NC)c1ccc(OC)cc1 returned Pf Dd2 inh 0%[44.1 µM].
Screening CCOc1ccc2c(n1)CCN(C(=O)c1ccncc1)C2 returned Pf Dd2 inh inconclusive.
Screening c1ccc(C2CCCN(CCNc3ncncn3)C2)cc1 (stereo not given) returned Pf Dd2 inh -29%.
For CCOC(=O)Cc1ccc(NC(=O)n2ncc3cc(Cl)ccc32)cc1 the results were Pf Dd2 inh -8%.
CCN(C)C(C)C(=O)N1CCC(Oc2ccccc2C)(C(=O)O)CC1 (stereo not given) was read as Pf Dd2 inh 5%.
Cc1ccccc1Nc1c(-c2c[nH]c3ccccc23)nc2ccc(Cl)cn12 was read as Pf Dd2 inh inactive.
Cc1ccc(-c2noc([C@@H]3C[C@H](NS(=O)(=O)c4ccc5ccccc5c4)CN3C)n2)cc1 was read as Pf Dd2 inh -18%.
Screening O=C(CC1=CCCCC1)NC1CCc2n[nH]c(=O)n2CC1 (stereo not given) returned Pf Dd2 inh inactive.
`O=C1CCC2(CCN1CC1CC1)CCN(C(=O)c1cccc(F)c1)CC2` gave Pf Dd2 inh -15%.
Screening Cc1ccc(-c2cn3c(n2)CO[C@@H](CNC(=O)NCc2ccccc2)C3)cc1 returned Pf Dd2 inh inactive.
For COc1cccc(O)c1CN1CCCC12Cc1ccccc1CNC2=O (stereo not given) the results were Pf Dd2 inh inconclusive.
Screening CCN(C(=O)CSc1nnc(C)n2c1cc1occc12)c1ccccc1 returned Pf Dd2 inh -7%.
Screening O=C(c1ccncc1)N1CC2CCC(C1)N2Cc1ccc(-c2cccnc2)cc1 returned Pf Dd2 inh -18%.
Screening O=C(CCC1CCCC1)NC1CCN(C(=O)N2CC3CC(C2)[C@H]2CCCC(=O)N2C3)CC1 (stereo not given in full) returned Pf Dd2 inh inactive.
`COc1ccc(OC)c(CN2CCC3(CC2)OC(=O)N(Cc2ccccc2C#N)C3(C)c2ccccc2)c1` (stereo not given) gave Pf Dd2 inh -25%.
`CC(=O)N1CCc2cc(Br)cc(S(=O)(=O)N3CCN(c4cccc(C(F)(F)F)c4)CC3)c21` gave Pf Dd2 inh 10µM*.
`O=C(Nc1ccccc1F)N1CC2CCC(C1)N2Cc1ccc(-c2cccnc2)cc1` gave Pf Dd2 inh inconclusive.
`COc1ccc(C(=O)N2CCCC(n3cc(-c4noc(C)n4)nn3)C2)cc1` (stereo not given) gave Pf Dd2 inh inactive.
For COc1ccc(CN2C(=O)COC[C@H]2C(=O)NCc2ccc(F)cc2F)cc1 the results were Pf Dd2 inh -22%.
Screening O=C(CC1CCCN(c2cnn(CC3CC3)c(=O)c2)C1)NCCc1cccs1 (stereo not given) returned Pf Dd2 inh inactive.
For Cc1ccc(C)c(CSc2nnc(C)n3c2cc2sccc23)c1 the results were Pf Dd2 inh inconclusive.
Screening OCCc1ccc(Nc2cnc3ccc(-c4cccc(CO)c4)nn23)cc1 returned Pf Dd2 inh inactive.
COc1ccc(NS(=O)(=O)c2ccc3c(c2)CC(C)N3C(=O)C2CCC2)cc1OC (stereo not given) was read as Pf Dd2 inh 21%.
Screening CS(=O)(=O)NC[C@H]1Cn2c(-c3ccc4c(c3)OCCO4)cnc2CO1 returned Pf Dd2 inh inactive.
COc1ccccc1OCc1cc(C(=O)N2CCC(NC(C)=O)CC2)n[nH]1 was read as Pf Dd2 inh inconclusive.
For CC1=C(C(=O)OCc2ccc(C)cc2)C(c2c(Cl)cccc2Cl)CC(=O)N1 (stereo not given) the results were Pf Dd2 inh 21%.
COc1cccc(-c2cccc(COc3cnc4c(ccn4CC(=O)O)c3)c2)c1F was read as Pf Dd2 inh inactive.
Cc1oc2ncn(C)c(=O)c2c1C(=O)NCc1ccccc1 was read as Pf Dd2 inh inactive.
CS(=O)(=O)N1CCC(C2CCN(C(=O)C3CC=CC3)C2)CC1 (stereo not given) was read as Pf Dd2 inh -3%.
For COc1ccccc1C(=O)Nc1ccc(OCc2cc(=O)n3ccsc3n2)cc1 the results were Pf Dd2 inh -21%.
`COc1ccc([C@H](C)NC(=O)c2c(C)noc2-c2cccs2)cc1` gave Pf Dd2 inh inconclusive.
Screening CCOc1ccc(NC(=O)N2c3ccccc3CC2c2noc(C3CCOCC3)n2)cc1 (stereo not given) returned Pf Dd2 inh -12%.
`CCOC(=O)c1[nH]c(C)c(CCC(=O)N2CCN(c3cc(Cl)ccc3C)CC2)c1C` gave Pf Dd2 inh 0.56µM*.
For Cc1ccc2cc(CN3C[C@@H](CO)[C@H](c4nc(C)no4)C3)c(=O)[nH]c2c1 the results were Pf Dd2 inh -5%.
Cc1cc(C)c2c(=O)cc(C(=O)Nc3sc4c(c3C(=O)NCc3cccnc3)CCCC4)oc2c1 was read as Pf Dd2 inh 27%.
For Cc1ccc(NC(=O)CSc2nnc(-c3nnn(-c4ccc(F)cc4)c3C)o2)cc1Br the results were Pf Dd2 inh -15%.
For CC(C)c1nc2c(c(-c3ccc(Cl)cc3)n1)CCN(Cc1ccnn1C)CC2 the results were Pf Dd2 inh inconclusive.
Cc1nn2c(-c3ccco3)ccnc2c1-c1ccc(F)cc1 was read as Pf Dd2 inh 30%[activator].
CN(C)C[C@@H]1CN(S(C)(=O)=O)C[C@H]1NC(=O)CCc1c[nH]c2ccccc12 was read as Pf Dd2 inh 13%.
Screening COc1ccc(-c2cnc([C@@H]3COCCN3Cc3csnn3)[nH]2)cc1 returned Pf Dd2 inh -20%[44.1 µM].
Screening COCC(=O)NC[C@H]1O[C@@H](CO)[C@@H](O)[C@H]1N1CCN(c2ccccc2OC)CC1 returned Pf Dd2 inh 33%[activator].
For c1ccc(-c2ccc(CN[C@H]3CO[C@H]4[C@@H]3OC[C@@H]4n3cc(CC4CCCCC4)nn3)cc2)cc1 the results were Pf Dd2 inh inconclusive.
For COCc1ccc(C(=O)N[C@@H]2CCOC[C@H]2OCc2ccccc2)s1 the results were Pf Dd2 inh -2%.
Cc1ccccc1-c1nc2cc(NC(=O)Cc3ccc(Cl)cc3)ccc2o1 was read as Pf Dd2 inh 3%.
Screening CC(C)C(=O)N1Cc2ccccc2CC2(CCCN(Cc3ccccn3)C2)C1 (stereo not given) returned Pf Dd2 inh inconclusive.
COc1cccc(Nc2nc(-c3c(C)noc3C)cc3cc(CN(C)C)oc23)c1 was read as Pf Dd2 inh inconclusive.
For O=C(NCC1CCCO1)c1c[nH]c2ccc(S(=O)(=O)Nc3ccc(F)cc3F)cc2c1=O (stereo not given) the results were Pf Dd2 inh -2%.
COCc1nc2nccc(-c3cccs3)n2n1 was read as Pf Dd2 inh -22%.
`COc1cccc(CN2C(=O)CCCCC2C(=O)NCc2cn[nH]c2C)c1` (stereo not given) gave Pf Dd2 inh inactive.
For CCNC(=O)[C@@H]1C[C@H](NC(=O)c2cncnc2C)CN1CCCSC the results were Pf Dd2 inh -6%.
For O=C(CCCn1c(=O)c2cccn2c2cccnc21)NCc1ccccc1Br the results were Pf Dd2 inh -17%.
`O=C(NC1CCCCC1)c1ccc(CSc2nc3cccnc3n2Cc2ccc(F)cc2)cc1` gave Pf Dd2 inh 20%[5.79 µM].
CCc1ccc(OCC(=O)N(Cc2ccc(C)o2)C2CCS(=O)(=O)C2)cc1 (stereo not given) was read as Pf Dd2 inh 30%.
Screening O=C(NCCN1CCOC1=O)c1cn(CCC2CCCCN2)nn1 (stereo not given) returned Pf Dd2 inh 7%.
Screening COCCCNc1nc(NCc2ccc(C)cc2)c2cnn(C)c2n1 returned Pf Dd2 inh 44%[activator].
O=C(N[C@@H]1CN(Cc2ccoc2)C[C@H]1CO)c1cccnc1 was read as Pf Dd2 inh 4%.
Screening COc1cc(OC)c(NS(=O)(=O)c2cc3c(cc2C)N(C(C)=O)CCO3)cc1Cl returned Pf Dd2 inh -4%.
Screening COc1ccc(C2CC(=O)c3cc(-c4nc(-c5ccc(Cl)cc5)cs4)c(=O)[nH]c3C2)cc1 (stereo not given) returned Pf Dd2 inh 36%[activator][0.594 µM].
For CC(C)(C)OC(=O)N1CCCCC1Cn1c(=O)[nH]c2cccnc21 (stereo not given) the results were Pf Dd2 inh 11%[44.1 µM].
C[C@@H]1C(=O)O[C@H]2[C@H]1CC[C@@]1(C)Cc3sc(NC(=O)Nc4ccc(Oc5ccccc5)cc4)nc3[C@@H](C)[C@H]21 was read as Pf Dd2 inh 11µM*.
`O=C1NCCCCCCN(C(=O)C2CCCC2)[C@H]2CCCC[C@@H]12` gave Pf Dd2 inh inconclusive.
CC[C@H]1CN2CC[C@H]1C[C@@H]2COC(=O)Nc1cc(OC)cc(OC)c1 was read as Pf Dd2 inh inconclusive.
Cc1noc(C)c1S(=O)(=O)N1CCCCCCNC(=O)CC1 was read as Pf Dd2 inh 4%.
For O=C1CC(c2ccccc2)N(C(=O)CNC(=O)c2ccco2)CCCCCCN1 (stereo not given) the results were Pf Dd2 inh 1%.
O=C(Cn1nc2c(cc1=O)CCCCC2)NC1CCCc2c1[nH]c1c(Cl)cccc21 (stereo not given) was read as Pf Dd2 inh -29%.
CCCCN(CC)CCNC(=O)Cn1cnc2sc(C)c(S(=O)(=O)N3CCC(C)CC3)c2c1=O was read as Pf Dd2 inh -7%.
Cc1ccc(-n2c(=O)c3sc4ccccc4c3n(C)c2=O)cc1F was read as Pf Dd2 inh 52%[activator].
`CCS(=O)(=O)Nc1ccc(C2(C(=O)NCc3ccccc3)CCCCC2)cc1` gave Pf Dd2 inh inactive.
For CCc1ccccc1NC(=O)Nc1cc(C(=O)NCc2ccccc2OC)ccc1N1CCCC1 the results were Pf Dd2 inh -5%.

3 entries picked at random from those above, as already listed:
Screening CC(C)C(=O)N1Cc2ccccc2CC2(CCCN(Cc3ccccn3)C2)C1 (stereo not given) returned Pf Dd2 inh inconclusive.
CS(=O)(=O)N1CCC(C2CCN(C(=O)C3CC=CC3)C2)CC1 (stereo not given) was read as Pf Dd2 inh -3%.
`COc1cccc(CN2C(=O)CCCCC2C(=O)NCc2cn[nH]c2C)c1` (stereo not given) gave Pf Dd2 inh inactive.

(further entries)
O=C(NCc1ccc(F)cc1)c1cc(-c2cnccc2Cl)c2cccn2n1 was read as Pf Dd2 inh 8.9µM*.
`COc1ccc(NC(=O)N2CCc3c([nH]c4ccc(OC)cc34)C2c2ccc(OC)cc2)cc1` (stereo not given) gave Pf Dd2 inh 4.5µM*.
`CCCCN(CC)CCCNC(=O)c1ccc2c(c1)N(Cc1ccc(C)cc1)C(=O)c1ccccc1S2` gave Pf Dd2 inh inconclusive.
CCOc1ccc(NC(=O)Cn2nnc(-c3nc(-c4ccncc4)no3)c2N)cc1 was read as Pf Dd2 inh -5%.
`CCc1cccc(C)c1NC(=O)C(CC)Sc1nc2ccncc2[nH]1` (stereo not given) gave Pf Dd2 inh -9%.
Cc1cc2c(cc1S(=O)(=O)N(CCO)Cc1ccccc1)OCC(=O)N2 was read as Pf Dd2 inh 17%.
`CCc1noc(-c2cn(C3CCN(C(=O)c4cccs4)CC3)nn2)n1` gave Pf Dd2 inh inactive.
`Cc1ccc(C(=O)Nc2ccccc2C(=O)OCc2cc(=O)n3nc(C(C)C)sc3n2)cc1` gave Pf Dd2 inh 24%.
`CCCCOc1ccc(C2C(C(=O)Nc3ccccc3OC)=C(C)Nc3nnnn32)cc1OC` (stereo not given) gave Pf Dd2 inh inactive.

Reprinted from the results shown (2 entries):
O=C(NCc1ccc(F)cc1)c1cc(-c2cnccc2Cl)c2cccn2n1 was read as Pf Dd2 inh 8.9µM*.
`COc1ccc(NC(=O)N2CCc3c([nH]c4ccc(OC)cc34)C2c2ccc(OC)cc2)cc1` (stereo not given) gave Pf Dd2 inh 4.5µM*.

Arranged by length of the SMILES (ascending): some entries from above
`CCc1cccc(C)c1NC(=O)C(CC)Sc1nc2ccncc2[nH]1` (stereo not given) gave Pf Dd2 inh -9%.
`CCc1noc(-c2cn(C3CCN(C(=O)c4cccs4)CC3)nn2)n1` gave Pf Dd2 inh inactive.
`Cc1ccc(C(=O)Nc2ccccc2C(=O)OCc2cc(=O)n3nc(C(C)C)sc3n2)cc1` gave Pf Dd2 inh 24%.
